Source: PubChem
DNMT1 block: DNMT1 (human) enzyme inhibition. P26358. DNMT1 molecular beacon, Hinp1I cleavage, fluorescence. inhibition (reported as % activation of signal), % at 10 µM. hit rate 0.83% among 360,000; in the data active means inhibition above about 50%
STEP block: inhibitors of human striatal-enriched phosphatase STEP; P54829; recombinant STEP, OMFP fluorogenic substrate, fluorescence; inhibition, % at 20 µM; hit rate 0.25% among 360,000;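 active means inhibition at 20 µM, scaled per plate between control wells, above about 37%, limit read from the data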;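 further: 0% = DMSO with enzyme and substrate and 100% = substrate only without enzyme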
Target sequence (P54829 whole entry, looked up): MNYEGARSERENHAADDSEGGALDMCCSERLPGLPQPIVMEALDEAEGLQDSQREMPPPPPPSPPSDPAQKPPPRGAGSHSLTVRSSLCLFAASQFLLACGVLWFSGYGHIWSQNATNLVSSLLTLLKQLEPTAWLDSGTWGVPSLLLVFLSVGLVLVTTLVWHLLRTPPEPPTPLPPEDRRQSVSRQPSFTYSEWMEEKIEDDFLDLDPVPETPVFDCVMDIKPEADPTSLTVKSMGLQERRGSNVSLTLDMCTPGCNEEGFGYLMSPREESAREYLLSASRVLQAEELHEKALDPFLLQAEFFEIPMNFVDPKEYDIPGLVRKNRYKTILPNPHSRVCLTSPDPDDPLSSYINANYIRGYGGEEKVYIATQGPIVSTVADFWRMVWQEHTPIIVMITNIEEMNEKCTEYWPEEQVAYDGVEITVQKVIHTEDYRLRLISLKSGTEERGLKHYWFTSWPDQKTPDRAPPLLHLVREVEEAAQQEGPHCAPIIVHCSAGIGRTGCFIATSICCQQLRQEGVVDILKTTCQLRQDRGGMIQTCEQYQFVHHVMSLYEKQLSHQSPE
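Assay system: isolated STEP enzyme. Buffer or medium: pH 6.0 Bis-Tris with DTT and Tween 20. Also added: fluorogenic phosphatase substrate OMFP at 25 µM final. Dosing: 20 µM, 1% DMSO. Timing: 20 min reaction, room temperature, in the dark. Measured by: fluorescence intensity, excitation 480 nm, emission 540 nm. Evaluation: normalized % inhibition.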
CSN inh: CSN deneddylation inhibition; Q92905; hit rate 0.38% among 360,000; inhibition, % at 12.5 µM; Purified CSN, SCF-Nedd8-OG deneddylation, fluorescence polarization;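 active means pattern-corrected inhibition above about 35%, with an unprinted fluorescence ratio check between 0.5 and 1.5, limit read from the data, passing the limit was not always enough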;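 further: 0% = enzyme with substrate and 100% = substrate without enzyme; some results filed as inactive read as strong as hits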
Target sequence (Q92905 whole entry, looked up, one chain of several): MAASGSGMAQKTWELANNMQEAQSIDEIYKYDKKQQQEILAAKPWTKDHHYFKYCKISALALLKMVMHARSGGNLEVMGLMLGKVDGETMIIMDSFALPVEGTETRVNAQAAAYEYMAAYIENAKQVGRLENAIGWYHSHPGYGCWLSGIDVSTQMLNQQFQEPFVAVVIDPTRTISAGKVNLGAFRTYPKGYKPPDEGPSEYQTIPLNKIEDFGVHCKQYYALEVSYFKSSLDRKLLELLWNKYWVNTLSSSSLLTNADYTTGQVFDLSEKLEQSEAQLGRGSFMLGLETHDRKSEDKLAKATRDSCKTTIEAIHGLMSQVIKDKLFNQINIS
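Assay system: HEK293T-derived human Csn5 enzyme; quantity: 0.24 nM enzyme; medium: Tris/NaCl/DTT buffer, pH 7.5; also added: substrate SCFSkp2-Nedd8OG, 10 nM; doses: 12.5 µM compound; schedule: 90 min reaction at room temperature; signal: FP; read-out: % inhibition of substrate cleavage by Csn5; benchmarks: substrate-only high control, full reaction low control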
LMPTP inh: blocks human LMPTP phosphatase; P24666; inhibition, % at 20 µM; recombinant LMPTP-A, OMFP fluorogenic substrate, fluorescence intensity; hit rate 0.22% among 360,000;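 active means compounds that cut the enzyme signal by at least half of the control window in the single-dose screen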;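 further: plate controls were DMSO wells with enzyme plus substrate for no effect and substrate without enzyme for full effect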
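Test system: LMPTP-A phosphatase enzyme. Amount: LMPTP-A at 0.625 nM final in the reaction. Reagent: OMFP substrate, 400 µM final. Times: 50 min at room temperature. Signal: endpoint fluorescence intensity from OMFP dephosphorylation. Read-out basis: % inhibition. Benchmarks: no-enzyme and uninhibited controls.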
PABP1 MLLE inh: inhibitors of microRNA-mediated deadenylation, human PABP1 MLLE binding; hit rate 0.36% among 360,000; GST-MLLE / FITC-PAM2 fluorescence polarization; P11940; inhibition, % at 20 µM; in the data active means inhibition above about 35%, passing the limit was not always enough;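 further: plate controls were DMSO wells with GST-MLLE for no effect and wells lacking GST-MLLE protein for full effect; some results filed as inactive read as strong as hits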
Scp-1 inhibitor: Scp-1 (human) phosphatase inhibition; hit rate 0.88% among 340,000; Recombinant Scp1, phosphopeptide, malachite green phosphate absorbance; inhibition, % at 20 µM; Q9GZU7;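 active means inhibition above about 50% at 20 µM, limit read from the data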;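 further: plate controls were DMSO wells with enzyme for no effect and wells lacking enzyme for full effect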
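Incubation: 45 min enzyme reaction at room temperature / System: truncated SCP-1 phosphatase (76-261aa) / Reagent: Phospho 17-mer peptide substrate / Buffer or medium: Acidic Tris acetate buffer with magnesium and detergent / Signal: absorbance at 630 nm / Doses: one concentration, 20 µM, with 1.0% DMSO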
Rpn11 inh: Rpn11 (human) deubiquitinase inhibition; calls only at 20 µM; O00487; hit rate 0.59% among 360,000; human 26S proteasome, Ub4-pepOG fluorescence polarization; 20S core pre-blocked with epoxomicin;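 active means inhibition at 20 µM, scaled to each plate's controls, above about 33%, limit read from the data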
NadD inh: blocks S. aureus nicotinate mononucleotide adenylyltransferase; inhibition, % at 20 µM; hit rate 0.78% among 360,000; purified NadD enzyme, colorimetric absorbance read-out; in the data active means inhibition above about 26%; further: some compounds past the cut are filed as inactive
SUMO1-SIM PPI: SUMO1-SIM interaction modulation; P63165; SUMO1 binding to a labelled peptide, TR-FRET, 1 h; inhibition, % at 20 µM; hit rate 0.33% among 360,000; AID 602429; in the data active means inhibition above about 37%
Target sequence (P63165 whole entry, looked up): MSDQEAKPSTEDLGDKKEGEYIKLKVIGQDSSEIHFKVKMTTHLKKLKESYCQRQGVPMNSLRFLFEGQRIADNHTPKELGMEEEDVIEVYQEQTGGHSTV
Tb MetRS inh: Trypanosoma brucei MetRS inhibition. inhibition, % at 11.9 µM. AID 624268. purified T. brucei MetRS, ATP depletion, Kinase-Glo luminescence. hit rate 0.4% among 360,000;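 active means inhibition above a per-plate cutoff of the control wells' mean inhibition plus 3 SD, cut at about 5.5% in these data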;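 further: 0% = DMSO wells median and 100% = median of wells with control inhibitor compound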
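Assay system: T. brucei methionyl-tRNA synthetase, purified | Medium: HEPES buffer with MgCl2, KCl, DTT, spermine, BSA, pyrophosphatase | Compound: 11.9 µM single point | Incubation: 15 min enzyme-compound preincubation, 2 h reaction, 10 min detection, 25 °C | Measured by: Kinase-Glo luciferase luminescence reporting remaining unconsumed ATP | Measure: % inhibition normalized to control-well medians | Replication: Singlicate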
Starred values were filed as active, the others as inactive; i = inactive; . = no result given.

no.	compound	DNMT1 block	STEP block	CSN inh	LMPTP inh	PABP1 MLLE inh	Scp-1 inhibitor	Rpn11 inh	NadD inh	SUMO1-SIM PPI	Tb MetRS inh
1	O=C(NC1CC1)c1ccc(-c2nc3ccccc3s2)s1	-7	-2	-3	-2.7	2	4	i	1	-22	-1.0
2	CC(=O)c1ccccc1NC(=O)CSCc1nc2sc(C)c(C)c2c(=O)[nH]1	0	-2	4	0.8	-4	-2	i	7	-9	-0.4
3	CSc1ccc(-c2c(C#N)c(N)nc3c2c(C)nn3-c2ccccc2)cc1	-12	-5	0	3.6	-3	-6	i	-5	-31	-0.2
4	COC(=O)c1ccc(CNC(=O)/C=C/c2cc([N+](=O)[O-])ccc2OC(F)F)cc1	-4	2	8	0.5	-10	-7	i	-12	-20	-0.3
5	COC(=O)c1ccc2nc(-c3ccc(S(C)(=O)=O)cc3)cn2c1	5	1	10	-0.8	1	-9	i	-11	-1	-0.5
6	CC(=O)c1cccc(-n2c(CCC(=O)O)ccc2-c2cccs2)c1	3	-2	34	-1.0	20	0	i	-1	-1	-0.2
7	CCOC(=O)C(C(=O)Nc1ccccc1)C1CCCCC1 (stereo not drawn)	2	0	3	0.5	-1	-2	i	-5	1	-0.6
8	C=CCC1(CC=C)CCCN1C(=O)c1cc(COc2ccc(C)nc2)on1	0	0	3	-0.4	0	-7	i	2	2	-0.5
9	COC(=O)C1=C(N)Oc2c(oc(CO)cc2=O)C1c1ccc(F)cc1 (stereo not drawn)	-2	-1	-2	-1.3	-5	-11	i	-2	2	-0.2
10	CCOc1ccccc1N1CC(C(=O)Nc2cc(S(=O)(=O)N3CCOCC3)ccc2OC(C)C)CC1=O (stereo not drawn)	-2	-4	0	-0.4	12	-7	i	8	3	0.0
11	CCCNC(=O)CSc1nnc(C)s1	4	10	17	-0.8	-5	-8	i	-5	2	-0.3
12	CC1CCC2(CC1)NC(=O)N(CC(=O)Nc1cccnc1Cl)C2=O (stereo not drawn)	4	-1	-2	-0.6	4	0	i	6	3	-0.2
13	CCOC(=O)N1CCN(C(=O)CSc2nc(=O)n3cccc(C)c3n2)CC1	1	2	5	-1.7	-4	-8	i	-3	11	-0.3
14	CC(=O)Oc1ccccc1C1OCCN1C(C)=O (stereo not drawn)	2	0	0	-0.4	-1	-2	i	1	2	-0.2
15	Cc1ccc(SCc2nc(N)nc(Nc3ccccc3C)n2)c(C)c1	0	0	5	1.8	8	1	i	-1	9	-0.2
16	COc1ccc(/C=N/Nc2ncc(C(F)(F)F)cc2Cl)c(OC)c1OC	1	-1	-7	0.8	-14	-3	i	-1	-3	-0.5
17	COc1ccc(C2(c3ccc(OC)cc3)NC(=O)NC2=O)cc1	1	0	2	0.2	2	-9	i	-3	4	0.0
18	COc1cc2[nH]c(=O)n(C3CCCCC3)c(=O)c2cc1OC	-3	-3	4	-1.3	-3	-15	i	-7	0	0.0
19	Cn1c(=O)c2c(nc(CN3CCOCC3)n2CCCc2ccccc2)n(C)c1=O	3	-1	3	-1.5	4	-7	i	1	-3	0.3
20	CC(=O)N(Cc1ccccc1)Cc1nc2sc(C)c(C)c2c(=O)[nH]1	1	0	-2	0.7	5	1	i	-1	4	-1.9

Next part; the last four above are carried over.
no.	compound	DNMT1 block	STEP block	CSN inh	LMPTP inh	PABP1 MLLE inh	Scp-1 inhibitor	Rpn11 inh	NadD inh	SUMO1-SIM PPI	Tb MetRS inh
17	COc1ccc(C2(c3ccc(OC)cc3)NC(=O)NC2=O)cc1	1	0	2	0.2	2	-9	i	-3	4	0.0
18	COc1cc2[nH]c(=O)n(C3CCCCC3)c(=O)c2cc1OC	-3	-3	4	-1.3	-3	-15	i	-7	0	0.0
19	Cn1c(=O)c2c(nc(CN3CCOCC3)n2CCCc2ccccc2)n(C)c1=O	3	-1	3	-1.5	4	-7	i	1	-3	0.3
20	CC(=O)N(Cc1ccccc1)Cc1nc2sc(C)c(C)c2c(=O)[nH]1	1	0	-2	0.7	5	1	i	-1	4	-1.9
21	COc1cc2c(cc1OC)C(C)N(C(=O)c1c(-c3ccccc3)noc1C)CC2 (stereo not drawn)	1	-1	0	-1.4	2	-8	i	1	-3	-1.1
22	C[C@@H]1CN([C@@H](C)CO)C(=O)c2cc(NS(C)(=O)=O)ccc2O[C@@H](C)CCCCO[C@H]1CN(C)Cc1ccc2c(c1)OCO2	0	0	-2	-0.7	7	.	i	6	4	0.1
23	O=C(CC1(O)C(=O)c2ccccc2C1=O)c1ccccc1	-9	1	2	-0.6	6	-6	i	7	-8	0.1
24	Cc1ccc(NC(=O)C2CCN(S(C)(=O)=O)CC2)cc1Cl	0	1	-1	-0.3	-2	-2	i	7	-1	0.6
25	CCN(C(=O)CSc1nc2ccccc2o1)C1CCS(=O)(=O)C1 (stereo not drawn)	1	4	-1	-5.8	-8	-3	i	-5	2	-0.3
26	CC1CN(C(=S)Nc2ccc(F)cc2F)CC(C)O1 (stereo not drawn)	0	2	0	-1.2	-8	-5	i	-2	0	0.2
27	CCCOc1ccc(/C=C/C(=O)OCC(=O)N(C)c2c(N)n(Cc3ccccc3)c(=O)[nH]c2=O)cc1OCC	2	2	2	-0.4	-6	-1	i	3	-9	-0.4
28	COCCN1CCN(C(=O)C2CCC(=O)N(CCc3ccccc3)C2)CC1 (stereo not drawn)	0	-1	3	0.6	-12	-5	i	1	2	0.3
29	Cc1ccc(S(=O)(=O)Oc2ccccc2/C=N/O)cc1	2	1	-3	-1.0	0	-10	i	-3	1	-0.4
30	O=C(O)c1cc(NN=Nc2cccc([N+](=O)[O-])c2)cc([N+](=O)[O-])c1	-5	4	2	0.3	7	-4	i	-2	-22	2.5
31	O=C1C2C3C=CC(C3)C2C(=O)N1Cc1cccnc1 (stereo not drawn)	0	-3	2	0.0	10	-2	i	-2	-4	0.2
32	CC1=C/C(=N\OS(=O)(=O)c2ccccc2)C=CC1=O	-13	0	-1	3.5	8	3	i	10	7	-1.9
33	Cc1nn2c3c(cnc2c1-c1ccccc1)C(=O)CC(c1ccccc1)C3 (stereo not drawn)	3	5	-7	1.4	-2	-8	i	5	11	-0.4
34	CC1(C)Cc2c(sc3nc(SCC(=O)NCc4ccccc4)n(-c4ccccc4)c(=O)c23)CS1	-1	-6	3	0.8	-2	-7	i	7	3	-0.7
35	CCCn1c(=O)c2ccccc2n2c(SCc3c(C(=O)OCC)oc4ccccc34)nnc12	6	2	3	-0.3	-17	-11	i	5	-8	-0.2
36	O=c1[nH]cc(F)c(=O)[nH]1	4	-1	0	-1.4	-1	-1	i	0	-4	-1.2
37	O=C(O)c1ccccc1C(=O)OC1CCCC2CCCC21 (stereo not drawn)	5	6	-7	0.2	-6	2	i	0	7	-0.1
38	Cc1ccc2oc(=O)n(Cc3ccc(OC(C)C)cc3)c2c1	2	2	-4	1.5	14	-7	i	-2	1	-0.4
39	CCN(CC)C(=O)c1csc(COCCO)n1	0	-1	-3	-0.4	-10	.	i	-1	4	0.0
40	C=CCN1C(=O)C(CC(=O)Nc2ccccc2)SC1=Nc1c(C)n(C)n(-c2ccccc2)c1=O (stereo not drawn)	5	-6	7	-0.4	6	0	i	3	22	-1.0

Next entries follow:
no.	compound	DNMT1 block	STEP block	CSN inh	LMPTP inh	PABP1 MLLE inh	Scp-1 inhibitor	Rpn11 inh	NadD inh	SUMO1-SIM PPI	Tb MetRS inh
41	O=C(Nc1ccccc1F)c1ccc2c(c1)OCO2	1	-1	-3	-1.7	-10	-9	i	-5	-1	-0.8
42	Cc1cccc(C(=O)Nc2ccc3c(c2)ncn3C)c1	0	-2	-2	-1.4	-12	7	i	-4	2	-1.6
43	CC(OC(=O)c1ccc(S(=O)(=O)N(C)C)cc1)C(=O)Nc1ccc(Cl)cn1 (stereo not drawn)	0	2	3	-1.1	14	-3	i	-6	6	-1.3
44	CCOC(=O)CNC(=O)CSc1ncccc1-c1nc2ccccc2[nH]1	-3	5	-2	-1.1	2	3	i	-5	3	-0.4
45	CC(=O)Nc1ccc(S(=O)(=O)NCCC(=O)OCc2ccc([N+](=O)[O-])cc2)cc1	1	-3	2	1.0	-9	-7	i	-9	-27	1.0
46	O=C(CSc1nnc(CNc2ccc(F)cc2)o1)N1c2ccccc2Sc2ccccc21	-13	1	3	1.9	-10	-10	i	-3	-2	0.3
47	CC(Sc1nnc(COc2ccc(Cl)cc2)o1)C(=O)Nc1ccc(N2CCOCC2)cc1 (stereo not drawn)	1	1	-1	-0.1	-103	7	i	-5	-2	-0.6
48	OCCOCCNc1ncnc2c1cnn2-c1ccccc1	4	2	-3	-1.3	7	-7	i	-1	1	-1.1
49	CCOC(=O)/C(C#N)=C\N(C)C	1	-1	-1	-1.7	6	-4	i	-2	-1	-1.6
50	COc1ccc(OC)c(S(=O)(=O)N/N=C\c2ccc3c(c2)OCO3)c1	0	-3	5	1.1	-21	-5	i	-9	-7	-0.7
51	CCOCCn1c(C)c(C(=O)OCC)c2cc(O)c3ccccc3c21	-8	-1	2	2.0	2	-10	i	-5	4	0.0

Screen by screen, quoted from above.
SUMO1-SIM PPI for entries 43 to 48: 6, 3, -27, -2, -2, 1
DNMT1 block for entries 43 to 48: 0, -3, 1, -13, 1, 4

Random excerpt: 3 compounds from above
no.	compound	DNMT1 block	STEP block	CSN inh	LMPTP inh	PABP1 MLLE inh	Scp-1 inhibitor	Rpn11 inh	NadD inh	SUMO1-SIM PPI	Tb MetRS inh
46	O=C(CSc1nnc(CNc2ccc(F)cc2)o1)N1c2ccccc2Sc2ccccc21	-13	1	3	1.9	-10	-10	i	-3	-2	0.3
49	CCOC(=O)/C(C#N)=C\N(C)C	1	-1	-1	-1.7	6	-4	i	-2	-1	-1.6
44	CCOC(=O)CNC(=O)CSc1ncccc1-c1nc2ccccc2[nH]1	-3	5	-2	-1.1	2	3	i	-5	3	-0.4
